HCV inh = qHTS Assay for Inhibitors of Hepatitis C Virus (HCV); Huh7.5.1 HCVcc-Cre infection, luciferase reporter, 44 h; Potency, µM (titrated, usually from 41.8 µM), without a hit: top-dose activity change, negative = inhibition, hits mostly inhibitors; AID 651820, 2012; actives 3.4% (n = 340,000); note: potency is the fitted concentration of half-maximal effect
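After 44 h co-culture of compound, cells and HCVcc-Cre (~0.5 moi), substrate is added for 15 min at room temperature and luciferase measured over 15 sec. Cells were seeded at 1,000/well and pre-cultured 4 h.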
AMA1-RON2 inh = qHTS for Inhibitors of AMA1-RON; Towards Development of Antimalarial Drug Lead: Primary Screen | Plasmodium falciparum AMA1 (3D7) - RON2 peptide interaction | AlphaScreen AMA1-biotinylated RON2 peptide binding | Potency, µM (top dose mostly 58.2 µM), for inactives: top-dose activity change, negative = inhibition, usual class: inhibitors | actives 0.2% (n = 360,000);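 note: potency is the fitted concentration of half-maximal effect; 0% = vehicle wells and -100% = peptide control; nearly all actives have a fitted effect of over 45% in size; some results filed as inactive show a strong effect at the top dose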
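AMA1 (3D7) with his tag at 25 nM final met compounds first, then biotinylated RON2 peptide at 25 nM; detection used donor plus acceptor beads, 10 µg/mL apiece, read by AlphaScreen after 30 min at room temperature.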
Sm TGR inh = qHTS Assay for the Inhibitors of Schistosoma Mansoni Peroxiredoxins; Schistosoma mansoni thioredoxin glutathione reductase (TGR), Q962Y6; purified TGR, DTNB reduction, TNB absorbance 405 nm; Potency, µM (series often up to 114 µM), without a hit: at the highest dose activity change, negative = inhibition, hits mostly inhibitors; actives 3% (n = 360,000); AID 485364, 2010; note: potency is the fitted concentration of half-maximal effect; nearly all actives have a fitted effect of over 60% in size
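First, TGR (20 nM dispensed) and NADPH were mixed with compound. Second, a 15 min room-temperature incubation followed. Third, further NADPH and then DTNB were added to start the reaction. Finally, TNB absorbance was monitored kinetically.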
Giardia FBPA inh = qHTS Assay for Inhibitors of Fructose-1,6-bisphosphate Aldolase from Giardia Lamblia | Potency, µM (titrated, usually from 59.6 µM), for inactives: top-dose activity, negative = inhibition, actives largely listed as inhibitors | AID 2451, 2010 | purified Giardia FBPA | actives 0.71% (n = 290,000); note: potency is the fitted concentration of half-maximal effect; nearly all actives have a fitted effect of over 55% in size
Target sequence (A8B2U2 whole entry, looked up): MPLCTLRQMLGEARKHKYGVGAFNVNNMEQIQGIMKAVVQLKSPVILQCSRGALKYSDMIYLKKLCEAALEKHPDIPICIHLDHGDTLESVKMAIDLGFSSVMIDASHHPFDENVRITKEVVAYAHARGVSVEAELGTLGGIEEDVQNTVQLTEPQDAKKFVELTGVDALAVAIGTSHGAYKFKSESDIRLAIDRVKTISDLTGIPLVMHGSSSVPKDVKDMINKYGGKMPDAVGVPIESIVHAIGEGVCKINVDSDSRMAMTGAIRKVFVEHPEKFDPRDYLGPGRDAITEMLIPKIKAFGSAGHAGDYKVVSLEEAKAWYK
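40 nM FBPA preincubated 10 min at RT with compound (up to 57.5 uM final), then substrate plus GAPDH/TPI/NAD/arsenate coupling and diaphorase/resazurin added. Fluorescence read after 20 min at RT, 525/598 nm.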
AmpC inh detg = qHTS Inhibitors of AmpC Beta-Lactamase (assay with detergent); Potency, µM (highest dose often 114 µM), without a hit: at the highest dose activity change, negative = inhibition, actives largely listed as inhibitors; actives 0.041% (n = 370,000); AmpC hydrolysis of nitrocefin, absorbance 480 nm, 0.01% Triton;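 note: potency is the fitted concentration of half-maximal effect; 0% = no-compound wells and -100% = no-enzyme wells; nearly all actives have a fitted effect of over 25% in size; some results filed as inactive show a strong effect at the top dose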
Target sequence (P00811 whole entry, looked up): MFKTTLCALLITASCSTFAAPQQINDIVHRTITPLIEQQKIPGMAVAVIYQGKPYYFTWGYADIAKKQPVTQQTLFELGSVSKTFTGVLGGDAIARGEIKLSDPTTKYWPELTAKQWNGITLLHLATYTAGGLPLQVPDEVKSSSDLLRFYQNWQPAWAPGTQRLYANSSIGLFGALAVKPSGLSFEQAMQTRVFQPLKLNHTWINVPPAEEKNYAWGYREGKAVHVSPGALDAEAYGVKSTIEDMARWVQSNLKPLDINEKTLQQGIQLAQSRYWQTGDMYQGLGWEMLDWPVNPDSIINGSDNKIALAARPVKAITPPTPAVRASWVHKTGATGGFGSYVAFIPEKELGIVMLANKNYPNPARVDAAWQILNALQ
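AmpC (5.3 nM in the dispensed reagent) in 20 mM phosphate pH 7.0 with 0.01% (detergent screen) or 0.0001% Triton X-100 was preincubated with compounds for 15 min at room temperature. Nitrocefin was then added from an 800 uM solution, and hydrolysis was followed at 480 nm.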
HCMV antiviral = qHTS Assay for inhibitors of the human cytomegalovirus (HCMV) | activity change, negative = inhibition, % at 57.5 µM | HFF cells, HCMV-luciferase reporter, 72 h; stronger effect = lower value | actives 4.5% (n = 410,000); in the data active = activity change below about -60%; inconclusive = no clear call, values can overlap the other calls; inactive = above about -39%
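Compounds were evaluated in HFFs infected with an HCMV luciferase reporter virus (MOI 1 PFU/cell). Luciferase in lysates collected 72 h post infection served as the replication measure.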
* marks the source's active call; other numbers are inactive results; ? = inconclusive; / = no result given; [ ] = dose if it differs, or a comment. Unless noted, calls come from the whole dose curve; as a rule, active = well fitted curve in the direction sought with a large enough effect; inconclusive = small, poorly fitted or top-dose-only effect, or another doubt; inactive = no such curve, though single readings can be large; an effect the other way counts as inactive or inconclusive. Unless noted, % is set by controls: 0 for no effect and ±100 for the full control effect.

Results follow in this order: HCV inh, AMA1-RON2 inh, Sm TGR inh, Giardia FBPA inh, AmpC inh detg, HCMV antiviral
Cc1ccc(S(=O)(=O)N(C)C)cc1NC(=O)c1ccccc1SCC(=O)N1CCCC1
 : -2%, 70%[activator], 0%, /, ?, -36
COC(=O)C(CCSC)NC(=O)Cn1ncc2c(=O)oc3ccc(C)cc3c21 (configuration not stated)
 : 9%, 10%, -11%, 3%, ?, 17
COc1cc(CNCCCN2CCOCC2)ccc1OCC(=O)NC(C)(C)C
 : -7%, 7%, 1%, -5%, ?, -32
Cc1ccc2nsnc2c1S(=O)(=O)NC1CC1
 : -8%, 20%, 7%, 0%, -9%, -32
CCNc1nc(NCC)n2c(SCC(=O)Nc3ccc(OC)c(OC)c3)nnc2n1
 : 5%, 10%, 0%, /, -11%, -5
CC(=O)N1CCC(=NNc2ccnc3cc(Cl)ccc23)CC1
 : -17%, -14%, ?, -14%, 3%, ?
Cc1cc(C(=O)O)c(S(C)(=O)=O)s1
 : 19%, -6%, -29%, -1%, ?, 18
COCc1nnc(NC(=O)c2ccc(NC(=O)C(C)C)cc2)s1
 : 4%, -2%, -18%, -1%, ?, 59
O=C1CC(c2nc3ccccc3n2CCC2CCCCC2)CN1c1ccccc1Cl (configuration not stated)
 : /, /, 0%, /, 26%, -1
COc1ccc2nc(NC(=O)CCc3nc(-c4ccccc4F)no3)sc2c1
 : 27%, 6%, -4%, 1%, -12%, 37
O=C1/C(=C\c2ccc3c(c2)OCO3)CCC/C1=C/c1ccc2c(c1)OCO2
 : -5%, 0%, 2%, -6%, -7%, -89*
COc1ccc(CCN=C(C)c2cc(C)c(C)cc2O)cc1OC
 : -8%, -7%, -2%, 3%, 3%, -30
CC1CCN(C(=O)c2[nH]cnc2C(=O)N2CCN(c3ccccc3)CC2)CC1
 : 21%, 0%, -35%, /, 0%, -24
CCn1c(CNc2ccc(OC)cc2)nnc1SCC(=O)Nc1ccc(F)cc1
 : -11%, 12%, -1%, -8%, -3%, 15
CCOc1ccc(NC(=O)C2CC(=O)N=C(N)S2)cc1 (configuration not stated)
 : 8%, 2%, -6%, 11%, 9%, 24
O=C(COC(=O)c1n[nH]c2ccccc12)Nc1ccc(S(=O)(=O)N2CCCC2)cc1
 : ?, 10%, -35%, 8%, -6%, ?
O=C1CCc2cc(S(=O)(=O)Nc3ccccc3Cl)ccc2N1
 : 2%, -8%, -25%, /, -3%, 6
COc1ccc(C(=O)N2CCN(c3ccccc3)CC2)cc1S(=O)(=O)N1CCOCC1
 : 7%, 5%, 8%, 3%, ?, -7
CC(C)C(CC(=O)N1CCCCC1)C1CCOC(C)(C)C1 (configuration not stated)
 : -7%, 2%, -7%, 8%, -11%, 12
O=C(CNC(=O)c1ccccc1)NCC(=O)OCC(=O)c1ccccc1Cl
 : 2%, -8%, 5%, 0%, 3%, 5

13 consecutive compounds from above:
Results follow in this order: HCV inh, AMA1-RON2 inh, Sm TGR inh, Giardia FBPA inh, AmpC inh detg, HCMV antiviral
Cc1ccc(S(=O)(=O)N(C)C)cc1NC(=O)c1ccccc1SCC(=O)N1CCCC1
 : -2%, 70%[activator], 0%, /, ?, -36
COC(=O)C(CCSC)NC(=O)Cn1ncc2c(=O)oc3ccc(C)cc3c21 (configuration not stated)
 : 9%, 10%, -11%, 3%, ?, 17
COc1cc(CNCCCN2CCOCC2)ccc1OCC(=O)NC(C)(C)C
 : -7%, 7%, 1%, -5%, ?, -32
Cc1ccc2nsnc2c1S(=O)(=O)NC1CC1
 : -8%, 20%, 7%, 0%, -9%, -32
CCNc1nc(NCC)n2c(SCC(=O)Nc3ccc(OC)c(OC)c3)nnc2n1
 : 5%, 10%, 0%, /, -11%, -5
CC(=O)N1CCC(=NNc2ccnc3cc(Cl)ccc23)CC1
 : -17%, -14%, ?, -14%, 3%, ?
Cc1cc(C(=O)O)c(S(C)(=O)=O)s1
 : 19%, -6%, -29%, -1%, ?, 18
COCc1nnc(NC(=O)c2ccc(NC(=O)C(C)C)cc2)s1
 : 4%, -2%, -18%, -1%, ?, 59
O=C1CC(c2nc3ccccc3n2CCC2CCCCC2)CN1c1ccccc1Cl (configuration not stated)
 : /, /, 0%, /, 26%, -1
COc1ccc2nc(NC(=O)CCc3nc(-c4ccccc4F)no3)sc2c1
 : 27%, 6%, -4%, 1%, -12%, 37
O=C1/C(=C\c2ccc3c(c2)OCO3)CCC/C1=C/c1ccc2c(c1)OCO2
 : -5%, 0%, 2%, -6%, -7%, -89*
COc1ccc(CCN=C(C)c2cc(C)c(C)cc2O)cc1OC
 : -8%, -7%, -2%, 3%, 3%, -30
CC1CCN(C(=O)c2[nH]cnc2C(=O)N2CCN(c3ccccc3)CC2)CC1
 : 21%, 0%, -35%, /, 0%, -24

The results go on:
Results follow in this order: HCV inh, AMA1-RON2 inh, Sm TGR inh, Giardia FBPA inh, AmpC inh detg, HCMV antiviral
CC(C)(C)n1cnc(C(N)=O)c1N
 : 2%, 13%, -6%, -11%, -2%, -12
CN(C)c1ccc(C(=O)OCC(=O)N2CCCCCC2)cc1
 : 7%, -7%, ?, 0%, 5%, 67
Clc1cccc(N2CCN(c3nc4ccccc4c4nc(-c5cccnc5)nn34)CC2)c1
 : /, /, 15%, /, 16%, -9
CCC(C(=O)OC)n1cnc2c(oc3ccccc32)c1=O (configuration not stated)
 : -11%, -4%, -10%, /, -1%, 28
O=c1oc2ccc3ccccc3c2cc1-c1nnc(Nc2cccc(F)c2)s1
 : /, /, 4%, /, 10%, ?
COc1ccc(-c2c(C#N)c(N)nc3sc(C(=O)c4ccccc4)c(N)c23)cc1
 : ?, 17%, 0%, -5%, -1%, ?
CO[C@@H]1[C@@H](OC(N)=O)[C@@H](O)C(Oc2ccc3c(O)c(NC(=O)c4ccc(O)c(CC=C(C)C)c4)c(=O)oc3c2C)OC1(C)C (some centres not stated)
 : -10%, 5%, -15%, /, ?, 10
O=C(CSc1nnc(-c2ccccn2)n1-c1ccccc1)Nc1ccc2c(c1)OCO2
 : 4%, -13%, 0%, -1%, 0%, -5
CC(=O)c1c(C)[nH]c(C(=O)N2CCN(c3cc(Cl)ccc3C)CC2)c1C
 : ?, -2%, -16%, -3%, -7%, 13
CC1=C(C(=O)OCCNC(=O)c2cccnc2)C(c2cccc([N+](=O)[O-])c2)C(C(=O)OCCN(C)C)=C(C)N1 (configuration not stated)
 : 10%, 15%, -10%, 3%, -9%, -1
O=C(O)C1CC(=O)N(c2ccc(Br)cc2)C1 (configuration not stated)
 : 15%, -8%, 0%, 10%, -7%, 38
Cc1cc(C)n(C(=O)CNC(=O)c2cccc(F)c2)n1
 : 16%, 12%, -10%, 5%, -14%, 34
COc1cc(OC)cc(OC(=O)c2cccc(S(=O)(=O)N3CCN(C)CC3)c2)c1
 : -12%, -10%, 0%, /, -4%, 7
CC1CC(=O)c2cnc(NCc3ccco3)nc2C1 (configuration not stated)
 : -3%, -7%, -3%, 5%, ?, 104
CSc1cccc(CN2CCC(Oc3cccc(C(=O)N4CCCC4)c3)CC2)c1
 : -16%, ?, -2%, 11%, ?, -11
O=C(CN1CCN(CC(=O)Nc2cccc(F)c2)CC1)Nc1ccc(-c2ccccc2)cc1
 : -4%, -9%, -9%, 9%, -8%, -17
CCOC(=O)Cc1csc(NC(=O)COc2ccc(N(C)S(=O)(=O)c3ccc(C)cc3)cc2)n1
 : ?, -2%, -7%, -1%, -12%, 17
OC1CCCC1NCc1ccnc2cc(Cl)ccc12 (configuration not stated)
 : 1%, -7%, /, /, /, -5
CCOC(=O)N1CCN(C(=O)CSc2nc(=O)n3cccc(C)c3n2)CC1
 : 1%[8.37 µM], 12%, 1%, /, ?, -14
O=C(COc1ccc(S(=O)(=O)N2CCCCC2)cc1)N1CCCCCC1
 : -10%, 0%, 2%, 11%, -6%, -12
CC(=O)N(Cc1ccccc1)Cc1nc2sc(C)c(C)c2c(=O)[nH]1
 : 4%, -2%, 18%, -6%, 3%, 0
Cc1csc(NC(=O)c2ccc(S(=O)(=O)N3CCN(C)CC3)cc2)n1
 : -6%, -19%, 0%, -12%, 3%, 26
COC(=O)C1=C(C)N(CCc2ccccc2)C(=O)/C1=C\c1ccco1
 : -16%, ?, 45µM*, -2%, 1%, -20
CCN1CCN(CCCN(Cc2ccco2)C(=S)Nc2cccc(Cl)c2C)CC1
 : ?, 9%, -12%, 0%, -8%, -16
CCn1cc(S(=O)(=O)NCCc2ccc(F)cc2)cn1
 : 5%, -8%, 0%, /, 1%, 60
Cc1ccc(S(=O)(=O)N2CCCC(C(=O)Nc3ccc(C(=O)O)cc3)C2)cc1Cl (configuration not stated)
 : 3%, -3%, 2%, 8%, -13%, ?
COc1ccc(C2(C#N)CCN(C)CC2)cc1
 : 9%, -10%, 1%, -8%, -15%, 20
CCCN(CC(=O)Nc1ccccc1C)C(=O)C1CCN(c2ncnc3sc(C)c(C)c23)CC1
 : ?, 85%[activator], 5%, /, -3%, -15
Cc1nn(C)c2c1c(C(F)(F)F)cc(=O)n2CC(=O)NC(C)(C)C
 : /, /, -1%, /, 7%, -12
Cc1ccc(C=Nc2ccccc2C(=O)Nc2ccccc2)cc1
 : 4%, 10%, -13%, 3%, 0%, 2
CCOC(=O)C1C(=O)Nc2nc3ccccc3n2C1C(C)C (configuration not stated)
 : 17%, -4%, 12%, 0%, ?, -22
N#CCCn1cc(C=C(C#N)C#N)c(-c2ccc(Cl)cc2)n1
 : 22%, 2%, 1.3µM*, -27%, -4%, -7
COc1ccc(CN2CC(=O)N3[C@H]4c5ccccc5OC[C@@H]4[C@H](c4ccccc4)[C@]3(C)C2=O)cc1
 : ?, -20%, -1%, /, -1%, -22
C=CCC1(C#N)C(=S)NC(C)=C(C(=O)OCC)C1c1ccccc1 (configuration not stated)
 : 7%, 54%[activator], 6%, -4%, 3%, 21
CCOC(=O)c1ccc(NC(=O)c2ccc(OC(C)C)c(OC)c2)cc1
 : ?, -5%, 8%, -8%, -3%, 14
CCn1ncc(CN2CCN(Cc3ccc(OC)c(C)c3C)C(CCO)C2)c1C (configuration not stated)
 : -7%, 8%, -1%, 3%, -6%, -22
CCOC(=O)C1=C(C)N=c2s/c(=C\c3ccc(C(=O)O)cc3)c(=O)n2C1c1ccc(F)cc1 (configuration not stated)
 : 7%, 0%, 0%, -5%, -1%, -27

Source: PubChem (National Center for Advancing Translational Sciences (NCATS))

An unsorted share of the library; overall some 9.3% were active at least once.
